TDP1 cell noCPT = qHTS for Inhibitors of human tyrosyl-DNA phosphodiesterase 1 (TDP1): qHTS in cells in absence of CPT; DT40 Tdp1-/- hTDP1 cells, no CPT, ATP luminescence, 48 h; Potency, µM (highest dose often 46.2 µM), without a hit: at the top dose activity change, negative = growth inhibition, actives largely listed as inhibitors; 420,000 compounds, 15% hits; further: nearly all actives have a fitted effect of over 55% in size
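Readout: luminescence from CellTiter-Glo after 30 min in the dark at RT. Cells: DT40 Tdp1-/- with stable hTDP1, 400/well. Exposure: compounds alone, ≥48 hr, 37 °C.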
TDP1 cell CPT = qHTS for Inhibitors of human tyrosyl-DNA phosphodiesterase 1 (TDP1): qHTS in cells in presence of CPT; chicken DT40 Tdp1-/-;hTDP1 cells + 20 nM CPT, ATP luminescence, 48 h; Potency, µM (series often up to 46.2 µM), without a hit: top-dose activity change, negative = growth inhibition, hits mostly inhibitors; 420,000 compounds, 12% hits; AID 686979, 2013; further: nearly all actives have a fitted effect of over 55% in size
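Cell growth measured by CellTiter-Glo luminescence after a minimum 48 h, 37 C compound exposure with 20 nM CPT in Tdp1-knockout DT40 cells stably expressing hTDP1, seeded 400/well; qHTS titration format.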
GCN5L2 inh = qHTS Assay for Inhibitors of GCN5L2 | GCN5L2 HAT assay, ThioGlo1 CoA-SH fluorescence | 390,000 compounds, 0.21% hits | AID 504327, 2011 | Potency, µM (top dose mostly 58.9 µM), without a hit: top-dose activity change, negative = inhibition, usual class: inhibitors
Target sequence (Q92830 whole entry, looked up): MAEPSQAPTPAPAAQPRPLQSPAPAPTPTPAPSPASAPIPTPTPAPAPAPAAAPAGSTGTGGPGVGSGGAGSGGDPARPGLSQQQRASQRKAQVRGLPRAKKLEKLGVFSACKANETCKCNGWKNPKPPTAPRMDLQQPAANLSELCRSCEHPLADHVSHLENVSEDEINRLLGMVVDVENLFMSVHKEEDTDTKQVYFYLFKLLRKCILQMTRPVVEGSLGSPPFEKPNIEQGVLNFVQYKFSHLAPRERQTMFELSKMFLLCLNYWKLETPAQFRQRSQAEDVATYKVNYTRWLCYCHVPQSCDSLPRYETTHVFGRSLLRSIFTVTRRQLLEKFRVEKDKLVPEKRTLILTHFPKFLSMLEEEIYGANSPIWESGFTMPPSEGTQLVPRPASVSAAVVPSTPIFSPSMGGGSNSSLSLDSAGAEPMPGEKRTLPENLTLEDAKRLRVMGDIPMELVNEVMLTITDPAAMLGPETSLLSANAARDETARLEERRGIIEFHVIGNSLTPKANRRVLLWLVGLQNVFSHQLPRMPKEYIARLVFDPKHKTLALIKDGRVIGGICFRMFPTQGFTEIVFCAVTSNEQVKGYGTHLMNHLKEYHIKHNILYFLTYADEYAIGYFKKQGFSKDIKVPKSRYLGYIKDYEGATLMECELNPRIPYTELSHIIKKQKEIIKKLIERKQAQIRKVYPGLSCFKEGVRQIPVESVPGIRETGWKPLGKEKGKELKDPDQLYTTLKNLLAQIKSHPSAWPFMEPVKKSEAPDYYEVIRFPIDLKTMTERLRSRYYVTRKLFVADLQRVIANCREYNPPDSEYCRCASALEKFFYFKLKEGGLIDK
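GCN5L2 (20 nM) in 50mM HEPES pH 7.5, 0.1mM EDTA, 0.01% Tween-20 preincubated 15 min with compounds at room temperature. Reaction started with H3(1-25) 75uM, acetyl-CoA 70uM, ThioGlo1 50uM; CoA-thiol fluorescence (Ex340/Em540) read at 0 and 20 min.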
Numbers without * were called inactive; ? = inconclusive; . = no result given; & = joins results of further samples. The call rests on the fitted dose curve; in most records, active means well fitted curve in the direction sought with a large enough effect; inconclusive means small, poorly fitted or top-dose-only effect, or another doubt; inactive means no such curve, though single readings can be large; an effect the other way counts as inactive or inconclusive. On the % scale 0 is the no-effect control and ±100 the full control effect; potency means the concentration at half of the fitted maximal effect.

SMILES	TDP1 cell noCPT	TDP1 cell CPT	GCN5L2 inh
CC(=O)N1CCN(C(=O)c2[nH]c(C(F)(F)F)nc2-c2ccccc2)CC1	-13%	-4%	.
O=C(NNC(=O)c1csc(N2CCOCC2)n1)c1ccc(Cl)nc1	10%	8%	0%
COc1cc(OC)nc(NC(C)=O)n1	-18%	-11%	3%
O=C(C1CCCCC1)N1C[C@@H](O)[C@H](n2cc(-c3ccc(F)cc3)nn2)C[C@@H]1c1ccccc1	15µM*	?	.
COc1cccc(Nc2nc(C(N)c3ccccc3Cl)cs2)n1 (stereo unspecified)	15µM*	21µM*	.
CC(=O)NC(C)(c1ccccc1)c1nc(-c2ccncc2)cs1 (stereo unspecified)	-20%	-8%	.
CC1=C(C)CC(C(=O)NNC(=O)c2ccccc2)C(C(=O)O)C1 (stereo unspecified)	1%	-7%	0%
Cc1cccc(N(C)S(=O)(=O)c2ccc3c(c2)C(C)(C)C(=O)N3C)c1	?	?	1%
Cc1ccc(C)c(NC(=S)N/N=C/C(C)c2ccccc2)c1 (stereo unspecified)	?	?	-1%
CC1=C(C(=O)Nc2cccc(C(F)(F)F)c2)C2(CCN(C(C)C)CC2)OC1=O	-29%	-15%	-3%
O=C(/C=C/c1cc(Br)ccc1F)OCC(=O)N1CCCC1	4%	-2%	-1%
NS(=O)(=O)c1ccc(CCN2C(=O)CCC2=O)cc1	13%	-17%	3%
O=C(N/N=C/c1ccc(Cl)cc1)c1cc2c(s1)-c1ccccc1CC2	5.2µM*	3.7µM*	5%
COc1ccc(NC(=S)Nc2ccc3nc(C)c(C)nc3c2)cc1	-25%	-16%	-16%
CCn1cc(C(=O)O)c(=O)c2cc(F)c(N3CCN(C(=S)Nc4ccc(OC)cc4)CC3)cc21	?	?	1%
NS(=O)(=O)c1ccc(CNC(=O)c2cc(-c3cccnc3)nc3ccc(Br)cc23)cc1	8%	-1%	?
Cc1c(Cl)cccc1NC(=S)NCc1ccccc1	?	-3%	.
CCOc1cc(C2NC(=O)NC(c3ccccc3)=C2C(C)=O)ccc1OC(C)=O (stereo unspecified)	4%	-4%	2%
CCN(CC)c1ccc(C(=O)NNC(=O)Cn2c(=O)cnc3ccccc32)cc1	-3%	3%	.
Cc1cc2nccc(-c3cccnc3)n2n1	-6%	11%	-4%
CN1CCN(c2ncnc3ccc(-c4cccnc4)cc23)CC1	?	16µM*	-17%
CCOc1ccc2nc3c(cc2c1)CN(CCCO)C(=NCCOC)S3	15µM*	?	-19%
C/C=C/C=C/C(=O)OCC(=O)Nc1ccc(Cl)cc1	-28%	-4%	-13%
Cc1ccc(OCCCC(=O)Nc2ccc(Cl)c(S(=O)(=O)N3CCOCC3)c2)cc1	18µM*	?	-6%
CC(C(=O)NCc1ccccn1)c1ccc([N+](=O)[O-])cc1 (stereo unspecified)	1%	29%	-3%
Additional records
SMILES	TDP1 cell noCPT	TDP1 cell CPT	GCN5L2 inh
Cc1nnc(SCC(=O)Nc2sc3c(c2C(N)=O)CCCC3)[nH]c1=O	-8%	4%	-7%
COc1ccccc1Cc1c(-c2ccc(Cl)cc2)nc2c(Cl)cc(C(F)(F)F)cn12	-10%	-12%	.
CCC(=O)O[C@]1(C(=O)CCl)[C@@H](C)C[C@H]2[C@@H]3CCC4=CC(=O)C=C[C@]4(C)[C@@]3(F)[C@@H](O)C[C@@]21C	?	?	-5%
O=C(Nc1ccccc1C(=O)NCCCN1CCOCC1)c1ccc(Cl)cc1	?	-25%	-3%
O=C(Nc1ccc(S(=O)(=O)NC2=NCCCCC2)cc1)c1ccc(Cl)cc1Cl	-28%	-28%	-7%
CCCn1c(SCC(=O)c2ccc3c(c2)OCCO3)nnc1-c1ccco1	-25%	-16%	-4%
CC1CCCN(C(=O)C2CCN(CC(C)c3ccccc3)CC2)C1 (stereo unspecified)	-29%	6%	-5%
COc1ccc(OC)c(/C=C2\Oc3cc(OCC(=O)N4CC(O)C[C@H]4C(=O)O)ccc3C2=O)c1 (stereo partly specified)	-9%	5%	-16%
COC(=O)[C@H]1[C@H](c2ccccc2)[C@H](C(=O)OC)O[C@H]1c1ccccc1	-15%	0%	.
CCOc1ccc(N(CC(=O)N2CCC(Cc3ccccc3)CC2)S(C)(=O)=O)cc1	?	?	-6%
COCCN1C(=O)CSCC1(C)C(=O)Nc1ccc2c(c1)OCCO2 (stereo unspecified)	-14%	-28%	.
NS(=O)(=O)c1ccc(CNc2ccc3ccccc3n2)cc1	-28%	15%	-5%
CCOC(=O)c1cc(-c2ccc(F)cc2)n(CCC(=O)NC2CCCCC2)c1C	15µM*	15µM*	2%
Cc1cc(NC(=O)CSc2nc(Cc3ccccc3)c(C)[nH]2)no1	?	-1%	0%
COc1ccc(CCNCc2cc(C)n(-c3ccc(OC)cc3)c2C)cc1	?	16µM*	-29%
O=C(c1ccc(Cl)nc1)N1CCN(S(=O)(=O)c2ccccc2)CC1	10%	-11%	20%
CCN1CCN(C(c2cccs2)C(C)NC(=O)c2ccco2)CC1 (stereo unspecified)	-18%	-13%	-1%
C/C(=N\OCC(=O)Nc1nc2ccccc2s1)c1ccccc1	-6%	4%	-5%
COc1ccc(C2c3c(ncn(CCN4CCOCC4)c3=N)Oc3ccc4ccccc4c32)cc1OC (stereo unspecified)	?	?	-16%
CCn1cc(/C=N\NC(=O)c2ccc(Cl)cc2)cn1	-5%	6%	0%
O=C(CNC(=O)c1ccco1)NCC(=O)OCc1cccc(C(=O)Oc2ccccc2)c1	-10%	-15%	1%
CNc1nc(C23CC4CC(CC(C4)C2)C3)cs1	?	?	-11%
Cc1cccn2c(=O)c(C=C(C#N)C#N)c(N3CCN(c4cccc(Cl)c4)CC3)nc12	?	-20%	-13%
CCc1ccc(NC(=O)Cn2nnc(C(=O)NCc3cccs3)c2N)cc1	1%	5%	5%
COc1ccccc1CNC(=O)COC(=O)c1sc(C)nc1C	-18%	-10%	-1%
(next part)
SMILES	TDP1 cell noCPT	TDP1 cell CPT	GCN5L2 inh
Cc1ccc(S(=O)(=O)N2CCOCC2)cc1NC(=O)Nc1ccc([N+](=O)[O-])cc1	?	?	1%
CCS(=O)(=O)N1CCCC(C(=O)NCc2cccc(OC)c2)C1 (stereo unspecified)	9%	-1%	1%
COC(C/C=C\[C@@H](O)COCc1ccccc1)OC	7%	-16%	-10%
Cc1ccc2nc(NC(=O)Cn3nc(C)c([N+](=O)[O-])c3C)sc2c1	-19%	?	-5%
Cc1ccc(NC(=O)Nc2ccccc2)cc1[N+](=O)[O-]	?	?	-5%
Cc1ccc(CNc2oc(-c3ccco3)nc2C#N)cc1	?	18%	-1%
COC(=O)[C@@]1(Cc2ccc(F)cc2)[C@H]2c3cc(C(=O)N(C)C)n(CCN4CCOCC4)c3C[C@H]2CN1C(=O)c1ccccc1	?	?	.
CC[C@@H]1C(c2cccc(Cl)c2)=NN(c2ccc(Br)cc2)[C@H]1C(=O)N1CCOC1=O	?	?	-9%&-19%
O=C(Nc1ccc(Cl)c(Cl)c1)c1ccc2c(c1)OCO2	?	14%	-2%
CC1CCC(=C(C#N)c2nc(-c3cc4ccccc4oc3=O)cs2)CC1 (stereo unspecified)	21µM*	?	-12%
OCCCCNCc1ccc(OCc2ccccc2Cl)cc1	?	?	-8%
COc1ccc(OC)c(CCNC(=O)CN2C(=O)COc3ccc(S(=O)(=O)N4CCOCC4)cc32)c1	1%	3%	-6%
CCCCNC(=O)CNC(=S)N(Cc1ccc(C)cc1)Cc1ccco1	?	?	-7%
CCNS(=O)(=O)c1ccc(NC(=O)c2ccccc2OCC)cc1	?	?	-6%
COc1cc(C(=O)NC(=S)Nc2cccc(-c3cc4ccccc4oc3=O)c2)cc(OC)c1OC	?	?	?
C=CCn1c(SCC(=O)c2c(C)[nH]c3ccccc23)nnc1-c1ccncc1	-29%	18%	-1%
CC(C)C1/C(=N/O)CC(c2ccccc2)NC1c1ccccc1 (stereo unspecified)	21µM*	16µM*	-6%
O=C1OCCC1Sc1nnnn1-c1ccc(Cl)cc1 (stereo unspecified)	-3%	4%	-3%
Cc1ccn(CC(=O)N2CCCC(Nc3ccc(F)c(F)c3)C2)n1 (stereo unspecified)	-20%	-23%	-6%
O=c1[nH]c2ccccc2nc1C(F)(F)F	-22%	-4%	2%
COc1ccc(CCNC(=O)C23CN(Cc4ccccc4)CC2C(c2ccc([N+](=O)[O-])cc2)=NO3)cc1 (stereo unspecified)	?	?	-9%
Cc1c(NS(=O)(=O)c2ccc(Br)s2)c(=O)n(-c2ccccc2)n1C	-5%	13%	.
CC1CCc2cc(F)ccc2N1S(=O)(=O)c1ccc(Cl)nc1 (stereo unspecified)	?	15µM*	-4%
COc1ccc(CNc2cc(-c3ccccc3OC)ncn2)c(OC)c1	?	?	-22%
CCCCn1c(-c2csc(CC)c2)n[nH]c1=S	?	21µM*	0%

Not a retest: entries from further up.
SMILES	TDP1 cell noCPT	TDP1 cell CPT	GCN5L2 inh
Cc1ccc(S(=O)(=O)N2CCOCC2)cc1NC(=O)Nc1ccc([N+](=O)[O-])cc1	?	?	1%
CCS(=O)(=O)N1CCCC(C(=O)NCc2cccc(OC)c2)C1 (stereo unspecified)	9%	-1%	1%
COC(C/C=C\[C@@H](O)COCc1ccccc1)OC	7%	-16%	-10%
Cc1ccc2nc(NC(=O)Cn3nc(C)c([N+](=O)[O-])c3C)sc2c1	-19%	?	-5%

Another view of some results above:
O=C1OCCC1Sc1nnnn1-c1ccc(Cl)cc1 (stereo unspecified)
  TDP1 cell noCPT: -3%
  TDP1 cell CPT: 4%
  GCN5L2 inh: -3%
CCCCn1c(-c2csc(CC)c2)n[nH]c1=S
  TDP1 cell noCPT: ?
  TDP1 cell CPT: 21µM*
  GCN5L2 inh: 0%

Profiles from above. Order of values: TDP1 cell noCPT | TDP1 cell CPT | GCN5L2 inh
COc1ccc(OC)c(CCNC(=O)CN2C(=O)COc3ccc(S(=O)(=O)N4CCOCC4)cc32)c1 in the list: 1% | 3% | -6%
COc1ccccc1CNC(=O)COC(=O)c1sc(C)nc1C in the list: -18% | -10% | -1%
CC(C)C1/C(=N/O)CC(c2ccccc2)NC1c1ccccc1 (stereo unspecified) in the list: 21µM* | 16µM* | -6%
O=c1[nH]c2ccccc2nc1C(F)(F)F in the list: -22% | -4% | 2%
COc1ccc(CCNCc2cc(C)n(-c3ccc(OC)cc3)c2C)cc1 in the list: ? | 16µM* | -29%

The list goes on:
SMILES	TDP1 cell noCPT	TDP1 cell CPT	GCN5L2 inh
O=C(O)c1ccc(/C=C/c2nc3sc4c(c3c(=O)[nH]2)CCC4)cc1	3%	6%	-11%
O=C(CC(SCCO)c1ccc2c(c1)OCO2)c1cccs1 (stereo unspecified)	12µM*	12µM*	-13%
COc1cccc(CC2(CO)CCN(C(=O)NCCc3ccccc3)CC2)c1	-9%	-10%	1%
O=C(CCCCCNC(=O)N1CCn2c1nc1ccccc12)N[C@H](C(=O)O)c1ccccc1	-14%	-6%	0%
O=C(CN1C(=O)C(=O)N(CCC2=CCCCC2)C1=O)c1c[nH]c2ccccc12	?	-13%	-20%
COC(=O)C(C#N)C(=C1C(=O)CC(C)(C)CC1=O)c1ccc(O)cc1 (stereo unspecified)	-19%	-14%	-4%
COc1ccc(C2CC(C(F)(F)F)n3nc(C(=O)O)c(Br)c3N2)cc1 (stereo unspecified)	-31%	6%	0%
O=C(/C=C/c1c(F)cccc1Cl)c1ccc(O)cc1	23µM*	?	-7%
O=C1NC2(CCCCC2)Oc2ccccc21	?	0%	-9%
COC(=O)c1ccc(Cn2c(SCC(=O)N(C)c3ccccc3)nc3ccccc32)cc1	23µM*	21µM*	0%
Cc1c(NC(=O)CN2C(=O)C3C4C=CC(C4)C3C2=O)c(=O)n(-c2ccccc2)n1C (stereo unspecified)	-20%	?	-23%
CCOCC(=O)Nc1sc2c(c1C(=O)OCC)CCCC2	?	-28%	-1%
CC(C)(C)OC(=O)NCCCCCNC(=O)c1[nH]cnc1C(=O)N[C@@H](CCCCNC(=O)OC(C)(C)C)C(=O)OC(C)(C)C	16µM*	16µM*	4%
Cc1ccc(CN(C)c2ccc(S(=O)(=O)N3CCCC3)cn2)cc1	?	?	-8%
Cc1c(Cl)c(=O)oc2cc(OCC(=O)N3CCCC(C)C3)ccc12 (stereo unspecified)	?	?	-17%
COc1ccc(-n2c(O)c(/C=N/NS(=O)(=O)c3ccc(C)c([N+](=O)[O-])c3)c3ccccc3c2=O)cc1OC	?	?	-4%
Cc1ccc(-c2nc3ccccc3s2)cc1S(=O)(=O)N1CCCC1	?	13µM*	-11%
CCCn1c(N)c(C(=O)CSc2nnc(Cc3cccs3)n2C2CC2)c(=O)[nH]c1=O	-21%	4%	.
CCn1c(SCC(=O)Nc2ccc(NC(C)=O)cc2)nc2c([nH]c3ccccc32)c1=O	-8%	?	1%
CC(=O)Nc1ccc(C(=O)N(C)c2ccccc2)cc1	-18%	-28%	-8%

Screening results: PubChem BioAssay, National Center for Advancing Translational Sciences (NCATS)
